# DAX1 inh-1 = inhibitors of human orphan nuclear receptor DAX1 (NR0B1); AID 504766; HEK293 Gal4-DAX1 luciferase reporter, luminescence; 0.99% of 340,000 active; inhibition, % at 6.75 µM; P51843;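 active = inhibition above the mean over all tested compounds plus 3 SD, cut at about 4.2% in these data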;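 also: 0% = DAX1-transfected cells with DMSO and 100% = empty-vector control cells with DMSO; inhibition shows as a rise in luminescence from relieved DAX1 repression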
# KLK7 zymogen act = proKLK7 (human) activation, primary screen. purified proKLK7, EDANS-DABCYL substrate fluorescence; 100% is mature enzyme control, 0% vehicle. activation, % at 7 µM. 0.9% of 370,000 active. AID 652039;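 active = activation above the mean of all tested compounds plus 3 SD, computed per campaign excluding outliers beyond control limits, cut at about 13% in these data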
# GAA850 FXN act = increases GAA850 frataxin promoter reporter activity | HEK293 lucGAA850 FXN promoter luciferase reporter, 24 h; percent of 10 µM SAHA response | activation, % at 6 µM | 0.56% of 360,000 active | AID 540364;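 active = activation above the average of all compounds screened plus 3 SD, cutoff fixed separately per campaign, cut at about 7.5% in these data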;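 also: 0% = DMSO wells and 100% = 10 µM SAHA wells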
# GC-B act = GC-B (human) receptor activation; HEK293-GC-B cells, CNP EC30, cGMP TR-FRET; 0% at EC30 CNP, 100% saturating CNP; activation, % at 10 µM; 0.11% of 370,000 active; AID 1920062; P20594;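 active = activation at 10 µM reaching about 35% in either raw or pattern-adjusted values, limit read from the data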
# sPLA2-III inh = Blocks human group III sPLA2 activity; inhibition, % at 12.2 µM; QFRET BODIPY PC-A2 liposome hydrolysis, fluorescence; 0.56% of 370,000 active;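 active = inhibition above mean plus 3 SD of compounds lying within the high and low control bounds, cut at about 19% in these data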;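 also: 0% = median of test compound wells and 100% = no enzyme DMSO wells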
# ssDAF12 agonist = activators of S. stercoralis DAF-12 nuclear receptor | HEK293 ssDAF-12/GRIP1 lit1-tk-luc reporter, luminescence; % of 3 µM dafachronic acid response | activation, % at 6.8 µM | 1% of 370,000 active | AID 652126;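 active = activation above the mean over all tested compounds plus 3 SD, cut at about 0.9% in these data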;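 also: 0% = DMSO-only wells and 100% = 3 µM delta7-dafachronic acid wells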
# SMARCA2 act = activators of SMARCA2 function | MG213 cells, MMTV-luciferase reporter, dexamethasone, overnight | activation, % at 9.1 µM | 1% of 370,000 active | AID 652017; in the data active = activation above about 7.8%;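 also: 0% = vehicle wells and 100% = reference activator wells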
# hcDAF12 agonist = activates DAF-12 receptor from parasite H. contortus. HEK293 hcDAF-12 lit1-tk-luc reporter, luminescence; 0% DMSO, 100% Δ7-dafachronic acid. activation, % at 6.8 µM. 1.4% of 370,000 active. AID 652067;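 active = activation above the mean of all tested compounds plus 3 SD, cut at about 5.5% in these data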;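 also: 100% = response to 3 µM Δ7-dafachronic acid high control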
# DAX1 inh-2 = blocks DAX1 repression of SF-1 activated StAR promoter | AID 652010 | inhibition, % at 6.8 µM | 1.1% of 370,000 active | HEK293T StAR-luciferase reporter, SF-1/DAX-1 repression relief;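 active = inhibition above the mean over all tested compounds plus 3 SD, cut at about 3.6% in these data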;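 also: 0% = DAX-1 cells with DMSO and 100% = cells lacking DAX-1 with DMSO; higher inhibition means more luminescence from relief of DAX-1 repression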
# GC-A act = GC-A (human) enzyme activation; P16066; HEK293 GC-A cells, cGMP TR-FRET, EC30 ANP; 0% at EC30 ANP, 100% saturating ANP; activation, % at 10 µM; 0.14% of 370,000 active; AID 1671463; in the data active = activation above about 40%
# Target sequence (P16066 whole entry, looked up): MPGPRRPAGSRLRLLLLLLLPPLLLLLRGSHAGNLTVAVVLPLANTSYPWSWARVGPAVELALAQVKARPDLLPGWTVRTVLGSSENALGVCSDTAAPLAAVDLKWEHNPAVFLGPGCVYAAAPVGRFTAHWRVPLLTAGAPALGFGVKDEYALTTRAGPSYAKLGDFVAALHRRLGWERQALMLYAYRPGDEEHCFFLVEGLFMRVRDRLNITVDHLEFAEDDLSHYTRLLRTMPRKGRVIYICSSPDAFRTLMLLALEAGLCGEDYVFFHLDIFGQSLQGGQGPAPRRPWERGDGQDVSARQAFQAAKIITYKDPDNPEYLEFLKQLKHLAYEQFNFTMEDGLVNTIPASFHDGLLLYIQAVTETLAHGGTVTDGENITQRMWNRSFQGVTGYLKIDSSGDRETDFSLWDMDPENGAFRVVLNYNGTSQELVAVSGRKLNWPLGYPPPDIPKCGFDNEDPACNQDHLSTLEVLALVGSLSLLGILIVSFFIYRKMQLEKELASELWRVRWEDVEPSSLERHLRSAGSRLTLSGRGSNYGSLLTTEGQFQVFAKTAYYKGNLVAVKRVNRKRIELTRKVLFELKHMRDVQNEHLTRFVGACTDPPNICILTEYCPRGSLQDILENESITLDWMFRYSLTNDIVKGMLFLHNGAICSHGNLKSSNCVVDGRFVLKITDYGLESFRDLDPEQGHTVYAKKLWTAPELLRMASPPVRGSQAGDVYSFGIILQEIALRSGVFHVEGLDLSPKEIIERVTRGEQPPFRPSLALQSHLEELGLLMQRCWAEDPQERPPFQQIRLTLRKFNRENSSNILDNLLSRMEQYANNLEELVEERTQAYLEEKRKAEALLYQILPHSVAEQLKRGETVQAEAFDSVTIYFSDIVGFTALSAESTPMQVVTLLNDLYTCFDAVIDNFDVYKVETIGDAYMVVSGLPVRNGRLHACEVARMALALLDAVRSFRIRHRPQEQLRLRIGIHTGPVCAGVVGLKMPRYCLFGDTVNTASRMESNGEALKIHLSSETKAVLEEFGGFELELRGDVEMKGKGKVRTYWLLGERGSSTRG
# hgDAF12 agonist = hgDAF-12 agonism, primary luciferase screen; activation, % at 6.8 µM; 1.8% of 370,000 active; AID 687014; HEK293 GAL4-hgDAF12 UAS-luciferase reporter, agonist luminescence; normalized to butyrate control;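 active = activation above a cutoff set at the mean of all screened compounds plus 3 SD, cut at about 10% in these data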;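 also: 0% = DMSO wells and 100% = sodium butyrate wells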
# * hit, by the source's call; nt = not tested or not shown.
Molecule	DAX1 inh-1	KLK7 zymogen act	GAA850 FXN act	GC-B act	sPLA2-III inh	ssDAF12 agonist	SMARCA2 act	hcDAF12 agonist	DAX1 inh-2	GC-A act	hgDAF12 agonist
CCOc1cc(OCC)cc(C(=O)N2CCC[C@H]2C(=O)N2CCC[C@H]2C(=O)N[C@@H](C)c2ccccc2)c1	nt	-0.5	nt	5	16	-1.2	-5	1.7	2.1	5	1.1
COCCN(C(=O)C1CCN(C(=O)c2ccccc2C)CC1)c1c(N)n(CC(C)C)c(=O)[nH]c1=O	-0.4	0.2	0.6	4	3	-0.5	-3	-1.1	1.3	3	4.5
CC(=O)NCCC(=O)N1CCc2c([nH]c3ccccc23)C1c1cccc(C)c1 (stereo not given)	0.6	1.9	1.3	-1	-3	-0.1	-1	7.1*	0.0	-1	9.5
COc1ccc(C(=O)C(c2ccccc2)N2CCOCC2)cc1 (stereo not given)	-1.4	0.2	1.1	-18	9	-1.4	1	0.8	-0.6	-18	-0.1
COC(=O)c1ccc(-c2ccc(F)cc2)nc1C	2.0	0.2	3.0	2	12	0.2	5	2.2	1.4	2	12*
CCOC(=O)N1CCN(C(=S)NC(=O)c2cccc(OC)c2)CC1	-0.7	-0.1	-1.3	-6	5	-1.1	3	1.3	-0.1	-1	0.8
Nc1ccc(-c2nc3ccc(N)cc3s2)cc1	-0.9	61*	0.2	-1	5	1.1*	1	7.5*	1.5	9	19*
CCN(CC)C(=O)Nc1cnc2ccccc2c1	0.1	0.5	3.9	-6	-1	-0.3	4	2.9	0.7	-6	2.3
C[C@@H](C(=O)OCn1nnc2ccccc2c1=O)N1C(=O)C2CCCCC2C1=O (stereo not given in full)	0.1	0.8	1.0	1	1	-1.3	-2	0.6	0.3	-5	-2.3
O=C(O)c1cccc2c1C(=O)c1cc([N+](=O)[O-])ccc1-2	0.9	0.9	2.6	1	-1	-0.3	3	-0.7	0.0	1	0.7
O=S(=O)(c1ccc(Cl)cc1)N1CCCC1c1nc2ccccc2s1 (stereo not given)	-2.4	-0.6	0.0	-5	-2	-1.0	-3	-1.9	-0.8	-3	-1.3
Cc1ccc(CNC(=O)Cn2ccc(NC(=O)OCc3ccccc3)nc2=O)o1	0.0	0.1	-0.9	-5	5	-1.1	-1	-1.6	-0.2	-3	0.8
Cc1ccc(NC2CCCN(C(=O)c3ccc(F)cc3)C2)cc1C (stereo not given)	0.1	-0.2	0.8	-5	7	-1.4	-1	-2.1	-1.4	-3	-0.8
COc1ccc(NS(=O)(=O)c2cccc(C(=O)N/N=C/c3c(F)c(F)c(F)c(F)c3F)c2)cc1	-0.8	0.8	-0.7	-4	-12	-0.8	-3	0.6	0.5	-8	2.8
CCOc1ccccc1NC(=O)C1=C(C)NC(=O)NC1c1cccs1 (stereo not given)	-0.1	0.0	1.9	-4	-2	-0.9	-1	-1.2	-0.3	-12	0.0

# Single records, from the list above. Values in the order: DAX1 inh-1	KLK7 zymogen act	GAA850 FXN act	GC-B act	sPLA2-III inh	ssDAF12 agonist	SMARCA2 act	hcDAF12 agonist	DAX1 inh-2	GC-A act	hgDAF12 agonist
# `CCOc1cc(OCC)cc(C(=O)N2CCC[C@H]2C(=O)N2CCC[C@H]2C(=O)N[C@@H](C)c2ccccc2)c1` reads nt	-0.5	nt	5	16	-1.2	-5	1.7	2.1	5	1.1
# `Cc1ccc(NC2CCCN(C(=O)c3ccc(F)cc3)C2)cc1C` (stereo not given) reads 0.1	-0.2	0.8	-5	7	-1.4	-1	-2.1	-1.4	-3	-0.8

# Other compounds
Molecule	DAX1 inh-1	KLK7 zymogen act	GAA850 FXN act	GC-B act	sPLA2-III inh	ssDAF12 agonist	SMARCA2 act	hcDAF12 agonist	DAX1 inh-2	GC-A act	hgDAF12 agonist
C=CCNC(=O)c1ccc(N(Cc2ccccc2)S(C)(=O)=O)cc1	-0.7	-0.4	0.3	-2	0	-1.3	-1	-1.3	-0.1	0	-1.3
O=C(O)CSc1nnc(Cn2cnc3ccccc32)n1CCc1ccccc1	1.3	0.1	-0.6	2	5	-0.3	0	0.2	1.1	1	1.6
COc1ccccc1-c1nnc(SCC(=O)c2ccc(C3CCCCC3)cc2)n1Cc1ccco1	0.0	0.3	-0.2	7	-34	0.0	-1	1.4	0.7	7	-1.4
CCS(=O)(=O)N1CCN(Cc2c[nH]c3ccccc23)CC1	-0.6	-0.3	-1.0	1	-32	-0.5	-2	7.4*	0.8	0	8.9
COc1ccc(N(C)C(=O)c2cnc(N3CCN(c4ncccn4)CC3)c3ccccc23)cc1	1.9	-0.5	-3.1	13	-4	-0.2	-1	-1.7	-0.3	7	-0.6
CC(=O)c1ccc(N2CCN(C(=O)C3CCCN3S(=O)(=O)c3cccc4nsnc34)CC2)cc1 (stereo not given)	1.2	-1.4	-0.8	1	9	-1.5	-4	-1.1	0.0	-4	0.5
O=C(c1ccco1)N1CCN(CC(O)Cn2c3ccccc3c3ccccc32)CC1 (stereo not given)	-0.1	-0.4	-0.3	0	-12	-1.0	-4	-1.8	0.2	-6	-4.4
Cc1cc(C)cc(OCCCCCNCCO)c1	0.6	0.2	0.6	-1	-2	-0.6	-5	-0.2	-0.1	-3	-1.4
Nc1nc2cc3c(cc2cc1C(=O)NCCc1c[nH]c2ccccc12)OCO3	nt	-0.8	nt	-3	-42	-1.5	-3	-2.3	-5.7	4	-1.2
O=C(CC1C[C@H](C(=O)N2CCOCC2)[C@@]2(CCC3CCCC3)c3[nH]c4ccccc4c3CCN2C1=O)NCc1cccc(C(F)(F)F)c1 (stereo not given in full)	0.9	-0.2	-2.7	1	4	-0.6	0	-0.8	2.4	-17	3.2
CCCCCOc1ccc(/C=C/c2c([N+](=O)[O-])c(=O)n(C)c(=O)n2C)cc1	2.5	-0.6	-2.0	-8	-2	-1.2	1	-1.5	0.1	-3	1.4
O=C(OCc1cc(=O)n2ccsc2n1)C1(c2ccccc2)CC1	3.5	0.1	1.9	1	8	-1.9	0	-0.3	0.5	0	2.8
O=C(O)C(CO)N=Cc1c(O)c2ccccc2oc1=O (stereo not given)	0.7	-0.9	1.3	-1	-9	-1.2	0	-0.6	-0.1	6	-1.0
CCOC(=O)c1ccc(NCc2ccc3c(c2)OCO3)cc1	0.9	0.0	2.6	2	-15	0.4	0	-1.4	-0.2	3	4.6
CCOC(=O)[C@]12CCCC=C1N(Cc1cccc3ccccc13)C(=O)[C@H](CC(=O)NCc1cccc3ccccc13)C2	nt	0.2	nt	2	-13	-0.2	-6	0.8	-0.7	-3	0.8
Cc1ccc(C(=O)COC(=O)CCC(=O)NC2CCCCC2)cc1[N+](=O)[O-]	0.5	1.1	0.2	3	2	-1.1	-1	-0.7	0.0	2	0.8
O=C(c1ccco1)N1CCCN(C(=O)c2ccco2)CC1	0.7	-1.1	-1.6	1	8	-1.2	-2	1.6	0.5	3	-2.7
COCCNC(=O)C1(C)CCN(C(=O)c2ccc3sccc3c2)C1 (stereo not given)	nt	0.2	0.8	5	12	-1.3	-2	0.5	1.6	-1	-1.2
O=c1[nH]c(SCc2ccc([N+](=O)[O-])cc2)nc2[nH]ncc12	0.5	-0.3	2.2	-8	1	-0.2	2	-0.3	0.6	-6	4.5
COC[C@H]1CCCN1c1cccc2c1S(=O)(=O)N1CC[C@H](C1)O2	nt	0.1	nt	4	2	-0.5	-1	-1.5	-0.4	1	2.3
Cc1ccc2ncccc2c1[N+](=O)[O-]	2.6	-1.4	2.2	4	3	-0.9	2	1.4	-0.2	0	1.9
CCOc1ccc(CNc2nnnn2C)cc1OC	0.9	-0.1	0.4	2	3	-0.4	3	2.0	0.3	0	1.7
O=C(CN1CCN(Cc2ccccc2F)C1=O)NCc1ccco1	2.3	-0.5	-3.0	4	4	-1.0	0	0.7	0.1	2	-1.8
Cc1cnc(NC(=O)c2ccc(OCC3CCCO3)cc2)s1 (stereo not given)	-2.6	0.3	-1.3	-1	5	-0.2	-3	4.6	2.1	3	8.8
OC(Cn1cncn1)c1ccc(Cl)cc1 (stereo not given)	-0.1	0.0	-0.1	-2	2	-0.7	-1	-0.9	0.0	1	1.8
Cc1ccc(NC(=O)c2ccc(S(=O)(=O)NCc3cccnc3)cc2)c(C)c1	-0.9	-0.4	0.0	1	3	-1.1	1	-1.2	-0.4	-4	2.8
Nc1cc(=O)nc(SCC(=O)N(C2CCCCC2)C2CCCCC2)n1-c1ccccc1	1.1	-1.0	1.4	-6	1	-2.0	-1	-2.3	-1.0	-1	-2.5
CCCCN(C)C1CCN(C(=S)Nc2ccc(OC)cc2)CC1	0.1	0.4	1.1	2	6	-0.2	-3	-1.8	0.3	3	-1.6
CCN(CC(=O)Nc1c(F)cccc1F)C(=O)C1CC1C (stereo not given)	-1.4	-0.7	-0.5	0	14	-1.1	-2	-0.5	-0.2	2	0.4
CCc1ccccc1NC(=S)N(CCN1CCCCC1)Cc1ccco1	0.3	0.6	2.8	-12	3	-1.0	-4	-2.1	0.4	-13	0.7
CC(C)[C@H](NC(=O)c1ccc(C(C)(C)C)cc1)C(=O)Nc1nnc(C2CC2)s1	-0.8	-0.6	1.7	0	-12	-0.5	2	1.0	-0.1	-4	0.3
CN(Cc1ccccc1)C(=O)c1ncn(C)c1C(=O)N(C)Cc1ccccc1	-0.5	-0.2	-1.0	2	4	-0.7	0	-1.7	-0.5	0	0.6
COc1cc(/C=N/NC(=O)CC23CC4CC(CC(C4)C2)C3)cc(Br)c1OCC(=O)N(C)C	-1.4	0.4	3.4	4	-15	-1.6	-2	-2.6	0.4	4	0.6
Cc1nc2c3cc(F)ccc3n(Cc3ccccc3)c2s1	-0.7	-0.1	2.0	10	1	-1.5	1	-1.8	-0.9	12	-0.9
CCOC(=O)C1CCCN(C(=O)c2cc(F)ccc2C)CC1 (stereo not given)	nt	-0.2	1.1	4	4	-1.4	1	0.2	-0.3	1	0.9
O=C(Cn1ncc2c([nH]c3ccccc32)c1=O)N1CCN(c2ccccn2)CC1	-0.2	0.4	1.9	1	1	-1.4	-1	0.0	-1.2	3	-0.2
O=C(Nc1ncc(Cc2cccc(Cl)c2)s1)C1CCCO1 (stereo not given)	-0.8	0.0	8.2*	6	-2	-0.5	6	2.7	1.6	2	6.7
CCN(CC)S(=O)(=O)c1ccc(Cl)c(C(=O)Nc2nncs2)c1	0.4	-0.1	0.4	-4	-1	-1.3	1	0.4	-0.3	1	0.6
Cc1ccc(C(=O)NCC(=O)N2CCN(S(=O)(=O)c3cccs3)CC2)s1	0.7	-0.3	-0.7	0	-3	-0.3	5	-0.4	0.0	1	4.6
C=CCN1C(=O)[C@@H](CC(=O)NCc2ccc(C)o2)[C@]2(C(=O)OC)CCCCC=C12	nt	0.5	nt	-2	-10	-1.1	2	-0.1	0.1	-1	1.2
CCC(c1nnnn1Cc1ccccc1)N(Cc1ccco1)Cc1cc2cc(OC)ccc2[nH]c1=O (stereo not given)	0.6	-0.2	-0.7	-4	4	-0.3	2	0.3	0.3	-4	0.3
